PrPC TRFRET = inhibitors of human cell surface prion protein PrPC. actives 0.43% (n = 370,000). P04156. TR-FRET read-out. inhibition, % at 13.8 µM; in the data active = inhibition above about 24%; note: 0% = median of the test wells and 100% = reference compound wells
FadD28 FP inh = blocks FadD28 binding to the bisubstrate probe; fluorescence polarization; inhibition, % at 12.5 µM; actives 0.22% (n = 360,000); in the data active = inhibition above about 8.5%, passing the limit was not always enough; inconclusive = no clear call, values can overlap the other calls
Mtb FBA inh = inhibits M. tuberculosis FBA enzyme | purified M. tuberculosis FBA, fluorescence read-out | AID 588726 | inhibition, % at 1 µM | actives 2.3% (n = 360,000); in the data active = inhibition above about 27%;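 note: 0% = vehicle and 100% = reference inhibitor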
Target sequence (P9WQA3 whole entry, looked up): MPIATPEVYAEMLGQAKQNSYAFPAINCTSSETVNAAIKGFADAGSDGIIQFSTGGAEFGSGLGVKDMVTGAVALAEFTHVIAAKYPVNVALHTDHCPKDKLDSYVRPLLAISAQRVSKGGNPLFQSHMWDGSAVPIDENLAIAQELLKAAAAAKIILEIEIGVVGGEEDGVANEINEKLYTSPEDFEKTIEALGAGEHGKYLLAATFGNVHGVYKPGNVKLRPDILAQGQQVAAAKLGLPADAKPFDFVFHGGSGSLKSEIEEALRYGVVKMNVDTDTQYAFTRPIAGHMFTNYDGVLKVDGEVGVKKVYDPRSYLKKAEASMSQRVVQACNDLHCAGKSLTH
GDH-TPI counter = GDH-TPI coupled enzyme inhibition counter-screen | GDH-TPI coupled enzyme counterscreen, NADH absorbance | actives 1.2% (n = 360,000) | inhibition, % at 4.8 µM;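 note: 0% = DMSO wells and 100% = wells lacking the enzyme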
BoNT-F LC inh = blocks Botulinum neurotoxin F light chain protease | Multiplex microsphere protease cleavage assay, flow cytometry | actives 0.22% (n = 360,000) | AID 588497 | inhibition, % at 10 µM; in the data active = inhibition above about 35%, passing the limit was not always enough; inconclusive = no clear call, values can overlap the other calls; note: plate controls were buffer without enzyme for full effect and enzyme alone for no effect
BoNT A protease = BoNT A light chain protease inhibition. actives 0.17% (n = 360,000). inhibition, % at 10 µM. multiplex microsphere protease substrate cleavage, flow cytometry; in the data active = inhibition above about 30%; inconclusive = no clear call, values can overlap the other calls; note: plate controls were buffer without enzyme for full effect and enzyme alone for no effect
BioA inh = inhibitors of Mycobacterium tuberculosis BioA enzyme; purified M. tuberculosis BioA enzyme, plate reader; inhibition, % at 9.99 µM; actives 0.096% (n = 360,000); in the data active = inhibition above about 40%; inconclusive = no clear call, values can overlap the other calls
CCHF vOTU inh = blocks the CCHF virus ovarian tumor domain protease; actives 0.55% (n = 370,000); inhibition, % at 11.5 µM; CCHFV vOTU protease, Pep-AMC fluorescence; note: 0% = vehicle wells with enzyme and 100% = no enzyme wells
Mtb UGM inh = Mtb UDP-galactopyranose mutase inhibition; AID 504406; purified UGM, fluorescence polarization probe displacement; inhibition, % at 10 µM; actives 0.06% (n = 320,000); P9WIQ1; in the data active = inhibition above about 10%, passing the limit was not always enough; inconclusive = no clear call, values can overlap the other calls
Target sequence (P9WIQ1 whole entry, looked up): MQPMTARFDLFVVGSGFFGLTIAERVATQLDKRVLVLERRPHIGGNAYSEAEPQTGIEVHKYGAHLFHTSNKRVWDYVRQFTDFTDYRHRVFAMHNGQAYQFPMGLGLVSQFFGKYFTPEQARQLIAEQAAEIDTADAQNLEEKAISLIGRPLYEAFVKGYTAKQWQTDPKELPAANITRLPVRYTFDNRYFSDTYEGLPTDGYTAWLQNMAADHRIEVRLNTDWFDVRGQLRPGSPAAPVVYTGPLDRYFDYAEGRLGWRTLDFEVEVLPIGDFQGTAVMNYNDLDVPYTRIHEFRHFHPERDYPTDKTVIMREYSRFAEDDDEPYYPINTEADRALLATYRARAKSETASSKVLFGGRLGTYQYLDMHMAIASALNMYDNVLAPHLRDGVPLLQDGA
Numbers without * were called inactive; ? = inconclusive; / = no result given; + = active, no number. Cut-off read from the data, not from the text of the source, unless noted: active = inhibition above about 30%; inactive = the rest.

[1] CCOC(=O)COn1c(=O)c(-c2ccc(OC)cc2)[n+]([O-])c2ccccc21
[2] CCc1ccc(-c2cc(C)no2)cc1S(=O)(=O)N1CCOc2ccccc21
[3] N#C/C(=N\O)c1nc2ccccc2[nH]1
[4] CCCCCCOc1ccc(/C=C/C(=O)N2CCOCC2)cc1OC
[5] Clc1cccc(CSc2ncnc3c2ncn3C2CCCCO2)c1 (configuration not stated)
[6] CCN(C(=O)COC(=O)c1cccc(S(=O)(=O)N2CCOCC2)c1)C1CCS(=O)(=O)C1 (configuration not stated)
[7] Oc1ccc(Nc2ncnc3scc(-c4ccccc4)c23)cc1
[8] O=C(CN(C(=O)CCC(=O)Nc1nccs1)c1ccccc1F)NCc1ccc2c(c1)OCO2

compound no.	1	2	3	4	5	6	7	8
PrPC TRFRET	-22.9	1.3	3.0	-9.1	6.2	-3.8	0.0	5.7
FadD28 FP inh	-1.0	-1.8	0.4	-18.5	-4.6	-1.7	-2.3	-3.2
Mtb FBA inh	0.6	1.4	0.8	2.9	-0.2	3.0	-0.4	2.3
GDH-TPI counter	15.0	-8.6	24.4	11.8	-4.4	2.1	6.7	-12.1
BoNT-F LC inh	4.2	-4.1	-25.6	?	15.6	2.4	-3.5	-1.3
BoNT A protease	2.5	-0.2	-0.6	-5.0	-0.2	0.0	0.1	-0.6
BioA inh	-0.9	0.0	/	2.4	-2.2	-0.7	0.2	-0.8
CCHF vOTU inh	8.6	16.5	4.3	-2.1	10.5	-2.8	-19.3	-5.8
Mtb UGM inh	0.1	1.8	-2.5	1.4	/	3.9	-0.5	3.2

[9] C=CCn1cc(C(=O)NCc2ccco2)c(=O)c2cc(S(=O)(=O)N3CCCCCC3)ccc21
[10] O=C(Nc1ccc(SC(F)F)cc1)C1CC(=O)N(Cc2ccccc2)C1 (configuration not stated)
[11] CCn1cc(C(=O)O)c(=O)c2ccc(C)nc21
[12] C=CCn1c(SCCC(=O)O)nc2c1c(=O)n(C)c(=O)n2C
[13] CCOP(=O)(OCC)c1nc(-c2cccc3ccccc23)oc1N1CCOCC1
[14] NS(=O)(=O)c1ccc(CCNC(=O)C2CCN(c3ncnc4c3nc3n4CCCCC3)CC2)cc1
[15] Cc1ccc([C@@H]2CC=C(C(=O)O)CN2S(=O)(=O)c2ccc(C)cc2)cc1
[16] O=C(CSc1nnnn1C1CCCCC1)NCc1ccco1

compound no.	9	10	11	12	13	14	15	16
PrPC TRFRET	4.7	1.2	5.3	3.7	1.6	-0.2	2.2	-4.1
FadD28 FP inh	-4.4	-3.6	-1.0	-0.4	-1.5	-1.8	-1.5	0.9
Mtb FBA inh	0.4	-1.4	2.7	1.7	+	-2.5	4.6	0.4
GDH-TPI counter	16.0	-10.2	19.2	13.3	15.0	-10.9	3.4	0.6
BoNT-F LC inh	-3.2	-3.2	-3.2	-3.3	-5.1	-2.5	3.9	-1.2
BoNT A protease	-2.4	-0.2	-1.1	0.2	-0.6	-0.3	-0.4	0.7
BioA inh	-2.7	3.8	-0.6	/	/	-1.5	-1.4	-2.3
CCHF vOTU inh	-0.2	4.9	8.1	3.5	-333.4	4.2	6.5	-0.2
Mtb UGM inh	0.1	-1.6	1.6	1.5	-1.4	2.4	-0.5	0.3

[17] O=C(CNC(=O)c1cccs1)N/N=C/c1cccc(Br)c1
[18] Cc1c(Cl)cn2c(=O)cc(CN3CCN(c4ccccc4)CC3)nc2c1Cl
[19] COc1cc(C=NNC(=S)Nc2ccc(S(=O)(=O)N3CCCCC3)cc2)cc(OC)c1OC
[20] CC(=O)C1=C(O)C(=O)N(C2CCCCC2)C1c1ccccc1 (configuration not stated)
[21] COc1ccc(C2C(C#N)=C(N)OC3=C2C(=O)CC(C)(C)C3)c([N+](=O)[O-])c1OC (configuration not stated)
[22] CCc1cc(=O)oc2c(CNCc3ccc(OC)cc3OC)c(O)c(Cl)cc12
[23] CCCCS(=O)c1snnc1C (configuration not stated)
[24] O=c1c2cc(NC(=S)N3CCCCCC3)ccc2nc2n1CCCCC2

compound no.	17	18	19	20	21	22	23	24
PrPC TRFRET	3.3	-4.4	13.2	-2.2	-8.0	0.5	4.0	3.8
FadD28 FP inh	1.4	-2.1	-1.8	0.3	-14.9	-3.1	-4.9	-1.9
Mtb FBA inh	5.2	1.9	2.0	-0.5	2.2	+	0.3	4.3
GDH-TPI counter	6.8	2.5	21.2	7.7	-1.2	16.0	6.0	3.1
BoNT-F LC inh	-7.7	1.9	2.7	5.6	4.3	3.5	-6.4	0.7
BoNT A protease	-0.1	3.5	0.1	-0.3	1.3	0.4	-0.5	-0.6
BioA inh	2.8	2.2	-1.3	-0.6	11.1	-1.3	/	/
CCHF vOTU inh	-6.6	-15.8	8.1	3.3	-15.4	-361.6	6.2	-9.1
Mtb UGM inh	/	0.0	/	2.4	1.8	-0.6	0.1	1.4

[25] CCn1c(O)c(C(C#N)=C2N=c3ccccc3=N2)c2ccccc21
[26] CCOC(=O)c1ccc(OC)c(OC)c1Cl
[27] CC1(C(=O)Nc2ccc(Cl)c(C(F)(F)F)c2)Cc2c(-c3ccc(C(N)=O)cc3)ccnc2O1 (configuration not stated)
[28] CCOC1=C2[C@@H](CN(S(=O)(=O)c3ccc(C)cc3)[C@H]2c2cccc3ccccc23)[C@H]2C(=O)N(CC)C(=O)[C@H]2C1
[29] Cc1cccc(NC(=O)NC(C)C(c2ccccc2)N2CCN(C)CC2)c1 (configuration not stated)
[30] CC1(C)C2CCC1(C)C(OCCNCCOC(=O)Nc1ccccc1)C2 (configuration not stated)
[31] CCCCN=C1N/C(=C\c2ccco2)C(=O)N1c1ccccc1
[32] O=C(CSc1ncnc2c1oc1ccccc12)N1CCN(c2ccccc2)CC1

compound no.	25	26	27	28	29	30	31	32
PrPC TRFRET	11.3	3.0	4.8	0.1	-1.3	4.4	-4.3	-2.0
FadD28 FP inh	-1.6	-0.6	-1.0	-3.2	-1.0	-3.1	-0.5	0.2
Mtb FBA inh	0.8	-3.8	2.0	-3.5	1.7	-1.4	-1.1	-1.0
GDH-TPI counter	7.9	-1.1	-5.4	/	-0.9	4.9	8.2	13.3
BoNT-F LC inh	-5.3	?	5.3	-8.7	-1.9	4.8	3.7	-11.8
BoNT A protease	0.4	?	0.2	-0.4	-0.3	-0.6	1.2	-2.6
BioA inh	-1.8	/	4.5	-1.9	/	0.6	-0.4	10.9
CCHF vOTU inh	-5.5	7.0	1.5	-3.8	5.6	3.5	-10.2	-3.9
Mtb UGM inh	1.4	1.0	/	/	-4.1	0.8	-1.3	-0.3

[33] CCCC(=O)Nc1c(-c2ccccc2)c(=O)c(C)nn1-c1ccccc1
[34] CC(=O)Nc1ccc(NC(=O)C(C)OC(=O)CCCN2C(=O)c3cccc4cccc(c34)C2=O)cc1 (configuration not stated)
[35] O=C(Nc1cccc(Cl)c1)c1cc(F)cc2c1OCOC2
[36] CC1(C)Cc2ccccc2C(C(=O)c2ccccc2)=N1
[37] O/N=C(\Cn1ccnc1)c1ccccc1
[38] Cn1c(Cn2c(C(F)(F)F)nc3ccccc32)nc2ccccc21
[39] Cc1[nH]c2ccc(C(=O)NCCCN3CCCC3)cc2c1C
[40] C=CCn1c(Cc2cccs2)nnc1SCC(=O)Nc1ccc(OC)c(OC)c1

compound no.	33	34	35	36	37	38	39	40
PrPC TRFRET	-4.6	-13.2	1.0	5.3	7.3	/	-2.6	0.9
FadD28 FP inh	-0.5	-2.2	-2.7	-3.0	0.6	-0.9	-4.5	-0.7
Mtb FBA inh	-1.0	13.7	1.3	2.1	-0.6	2.7	-2.1	-1.2
GDH-TPI counter	3.7	5.8	6.4	6.0	-0.5	7.9	1.7	10.1
BoNT-F LC inh	2.6	-7.1	?	-16.8	?	-1.0	-0.4	2.8
BoNT A protease	-0.3	-2.0	?	-2.2	-2.9	-0.1	-0.1	0.3
BioA inh	/	0.9	/	-0.7	-2.1	-0.2	-3.8	-1.6
CCHF vOTU inh	-2.2	-8.5	-1.7	-6.2	12.9	/	12.2	-12.5
Mtb UGM inh	-1.5	2.8	-0.2	-3.0	/	-1.5	-1.6	1.5

Just GDH-TPI counter (4 entries from above):
No.	Compound	GDH-TPI counter
37	O/N=C(\Cn1ccnc1)c1ccccc1	-0.5
38	Cn1c(Cn2c(C(F)(F)F)nc3ccccc32)nc2ccccc21	7.9
39	Cc1[nH]c2ccc(C(=O)NCCCN3CCCC3)cc2c1C	1.7
40	C=CCn1c(Cc2cccs2)nnc1SCC(=O)Nc1ccc(OC)c(OC)c1	10.1

Additional records follow.
[41] Cc1c(NC(=O)c2cc(-c3ccccc3)on2)c(=O)n(-c2ccccc2)n1C
[42] CCCNC(=O)c1nn2cc(Br)cnc2c1Cl
[43] CCCN(CC(=O)Nc1ccccc1C)C(=O)c1ccc(N2CCCCCC2)c([N+](=O)[O-])c1
[44] COc1ccc(-n2nc(C(=O)NCC(=O)NCCCN3CC(C)CC(C)C3)c3ccccc3c2=O)cc1Cl (configuration not stated)
[45] O=C1c2ccccc2C(c2nnnn2Cc2ccccc2)N1Cc1ccc2c(c1)OCO2 (configuration not stated)
[46] Cc1cc(C(=O)COc2ccccc2C(N)=O)c(C)n1C
[47] COc1ccc(CNC(=O)COC(=O)c2n[nH]c3ccccc23)cc1OC
[48] CCCCn1c(SCC(=O)NCc2ccccc2)nc2ccc(N3CCOCC3)cc2c1=O

compound no.	41	42	43	44	45	46	47	48
PrPC TRFRET	6.5	-11.6	-14.8	-32.8	-0.2	6.7	-5.0	-1.1
FadD28 FP inh	-1.6	0.0	-3.2	/	/	-1.9	-0.4	-4.3
Mtb FBA inh	-1.2	1.7	-4.4	0.1	/	0.4	0.4	12.2
GDH-TPI counter	6.6	-1.6	2.1	5.0	/	-4.3	8.7	17.9
BoNT-F LC inh	2.5	-4.4	-32.4	-5.8	-10.3	3.4	?	2.6
BoNT A protease	-1.5	-0.3	1.4	0.3	0.2	-0.1	?	1.3
BioA inh	-1.5	-1.4	1.8	1.1	/	/	/	1.8
CCHF vOTU inh	1.0	-0.7	-2.2	24.0	-5.7	-6.0	-43.8	-6.8
Mtb UGM inh	-3.4	-0.3	-1.5	1.1	/	0.5	-0.7	0.8

[49] COc1cc(C(=O)NC(c2ccccc2)c2ccccc2)cc(OC)c1C
[50] Nc1nc(SCC(=O)NCc2ccco2)[nH]c(=O)c1-c1ccccc1
[51] Cc1ccc(C(=O)NCc2ccco2)cc1S(=O)(=O)N1CCCCC1
[52] COc1ccc(-c2cc(NC(C)=O)c3ncc(-c4ccc(F)cc4)n3c2)cc1OC
[53] Cc1cc(C)nc(NS(=O)(=O)c2ccc(N/C=C\C(=O)c3cccs3)cc2)n1
[54] C=CCN(c1ccccc1)S(=O)(=O)c1cccc(C(=O)N(CC)CC(=O)Nc2c(F)cccc2F)c1
[55] COc1ccc(CCCC(=O)Nc2ccc(F)cc2)cc1
[56] O=S(=O)(CCN1CCSCC1)c1ccc(Cl)cc1
[57] CCc1nc(N2CCN(C(=S)NCCCOC)CC2)c2c3c(sc2n1)CCCC3
[58] CCc1nc2ccccc2n1Cc1ccccc1OC

compound no.	49	50	51	52	53	54	55	56	57	58
PrPC TRFRET	/	1.7	-6.8	-4.3	-5.7	5.4	3.9	5.3	8.1	-3.1
FadD28 FP inh	-1.9	-0.9	2.2	-4.5	-0.8	-1.5	-0.6	-2.0	0.5	-7.3
Mtb FBA inh	4.2	-2.3	1.4	10.0	-0.9	-1.9	1.4	1.4	-3.0	0.0
GDH-TPI counter	2.5	-2.6	10.7	-0.4	10.6	-1.7	1.5	-4.8	3.5	4.8
BoNT-F LC inh	-2.8	5.3	-6.4	-4.5	-0.1	2.3	-6.8	?	-13.6	-4.5
BoNT A protease	-1.3	0.3	0.5	0.2	-0.1	2.8	0.1	-0.4	-5.5	-0.2
BioA inh	-2.4	-1.0	1.6	-0.1	/	0.9	0.4	0.1	0.3	0.1
CCHF vOTU inh	/	7.7	11.3	9.1	3.9	20.4	3.7	-2.4	12.7	1.8
Mtb UGM inh	-3.8	-1.9	-1.8	/	-1.3	-2.3	2.1	2.2	0.8	3.8
